S3 lipid droplet = qHTS Assay for Lipid Storage Modulators in Drosophila S3 Cells; Drosophila S3 cells, BODIPY lipid droplet fluorescence, 18-24 h; cells fed with added oleic acid; Potency in µM for hits, for the others lipid storage change, negative = inhibition, % at the top dose, mostly 46.1 µM; 320,000 compounds, 0.64% hits; active means well fitted inhibition curve with a large enough effect in the signal ratio, with a control signal flat, not every such curve was filed as active; inconclusive means small, poorly fitted or top-dose-only effect, or effect the other way, or a change in a side signal; the % refers to the signal ratio
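Drosophila S3 cells loaded with oleic acid (400 uM, as added) and compounds at several concentrations; lipid droplets imaged by 488-nm laser-scanning cytometry, 500–530 nm intensity and object ratio to cell channel. Percent activity normalized to 20 uM Triacsin C.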
S3 lipid droplet cell count max = further read-out of S3 lipid droplet, marked with its call; cell number change, %; measured here: cell count max response;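 cells counted by Cell Tracker Red CMTPX staining in the red channel; peak over a dose series mostly up to 46.1 µM; percent activity relative to internal control wells on each plate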
* = called active by the depositor; i = inactive; ? = inconclusive; · = not tested or not shown; [ ] = remark or other dose. On the % scale 0 is the no-effect control and ±100 the full control effect; potency means the concentration at half of the fitted maximal effect. An excerpt, so the mix of outcomes need not match the whole.

SMILES	S3 lipid droplet	S3 lipid droplet cell count max
CCc1ccc(N2CC34C=CC(O3)C(C(=O)OC(C)C)C4C2=O)cc1 (stereo not drawn)	-1.7%	0.7
O=C(CSc1nc2ccccc2c(=O)n1CCCO)N1CCc2ccccc21	?	·
COc1ccc(-c2csc3ncnc(N4CCN(S(=O)(=O)c5cccc(F)c5)CC4)c23)cc1	-1.0%	0.6
CN(C)C(=O)CN1C(=O)NC(c2ccccc2)(c2ccccc2)C1=O	?	·
Nc1ccc2nc(SCc3ccccc3F)sc2c1	?	·
CCOC(=O)c1nn(-c2ccc(OC)cc2)c(=O)c2c(N)scc12	?	1.3
CC(C)(C)c1nc(-c2ccccc2)nc2c1OCCC2	?	·
CCOC(=O)COc1ccc(Br)cc1/C=C1\SC(N)=NC1=O	5.8µM*	-21.5*
C=C(C)Cn1c(-c2cccs2)n[nH]c1=S	1.6%	17.7
O=C(O)CSc1c2c(nc3cc(C(=O)Nc4cccc(C(F)(F)F)c4)ccc13)CCC2	-8.8%	·
O=C(NN1CCOCC1)c1ccccc1F	?	·
N/C(=N\OC(=O)c1cccc2ccccc12)c1ccccn1	-3.0%	1.7
COc1ccccc1NC(=O)N1c2ccccc2NC(=O)CC1C (stereo not drawn)	-7.6%	-9.4
Cc1ccc(S(=O)(=O)N(C)Cc2nc(-c3ccncc3)no2)cc1	?	·
CCNC(=S)N1CCN(CC(=O)Nc2ccc(Br)cc2)CC1	-4.4%	-9.8
Cc1cccc(CSc2ncc(CO)n2C)c1	7.2%	0.6
CCOC(=O)CC/C(C)=N\N=C1\SC(CC(=O)O)C(=O)N1c1ccccc1 (stereo not drawn)	-5.7%	-3.3
CCOc1ccc(N2CC(C(=O)Nc3ccccc3F)CC2=O)cc1 (stereo not drawn)	?	·
COc1ccc(CCN(C)S(=O)(=O)c2cn(C)c(=O)n(C)c2=O)cc1OC	?	·
CCOC(=O)CCC(=O)Nc1ccc(S(=O)(=O)N2CCc3ccccc32)cc1	7.9%	-17.2
c1ccc2[nH]c(SN3CCOCC3)nc2c1	i	·
CS(=O)(=O)N1CCc2cc(S(=O)(=O)Nc3ccc4c(c3)OCCO4)ccc21	i	·
O=C(C(c1ccccc1)c1ccccc1)N1CC[C@@]2(O)CCCC[C@H]2C1	-7.5%	-2.8
CCOc1ccc(N(C(=O)c2snc(C(N)=O)c2N)C(C(=O)NCC2CCCO2)c2ccco2)cc1 (stereo not drawn)	?	·
COc1ccc(C)cc1S(=O)(=O)N(C)CC(=O)N1CCCC1	-11.9%	16.8

Filtered by structure, the entries above with four or more nitrogen atoms (4)
SMILES	S3 lipid droplet	S3 lipid droplet cell count max
COc1ccc(-c2csc3ncnc(N4CCN(S(=O)(=O)c5cccc(F)c5)CC4)c23)cc1	-1.0%	0.6
Cc1ccc(S(=O)(=O)N(C)Cc2nc(-c3ccncc3)no2)cc1	?	·
CCNC(=S)N1CCN(CC(=O)Nc2ccc(Br)cc2)CC1	-4.4%	-9.8
CCOc1ccc(N(C(=O)c2snc(C(N)=O)c2N)C(C(=O)NCC2CCCO2)c2ccco2)cc1 (stereo not drawn)	?	·

Copied from above (6 entries):
SMILES	S3 lipid droplet	S3 lipid droplet cell count max
N/C(=N\OC(=O)c1cccc2ccccc12)c1ccccn1	-3.0%	1.7
COc1ccccc1NC(=O)N1c2ccccc2NC(=O)CC1C (stereo not drawn)	-7.6%	-9.4
Cc1ccc(S(=O)(=O)N(C)Cc2nc(-c3ccncc3)no2)cc1	?	·
CCNC(=S)N1CCN(CC(=O)Nc2ccc(Br)cc2)CC1	-4.4%	-9.8
Cc1cccc(CSc2ncc(CO)n2C)c1	7.2%	0.6
CCOC(=O)CC/C(C)=N\N=C1\SC(CC(=O)O)C(=O)N1c1ccccc1 (stereo not drawn)	-5.7%	-3.3

Later entries
SMILES	S3 lipid droplet	S3 lipid droplet cell count max
COC(=O)c1cc(S(=O)(=O)N2CCC(C)CC2)ccc1F	?	·
CCCC(C)NC(=O)Cn1c(=O)c2c(ncn2CCC(C)C)n(Cc2ccccc2)c1=O (stereo not drawn)	?	·
CCN(CC)S(=O)(=O)c1cccc(-c2n[nH]c(=S)n2C)c1	-4.2%	-10.0
CCN(c1ccccc1)S(=O)(=O)c1cccc(C(=O)NCC(c2cccs2)N(C)C)c1 (stereo not drawn)	-43.2%	·
COCCn1nnnc1C(c1ccc(Cl)cc1)N1CCN(C(=O)c2ccco2)CC1 (stereo not drawn)	?	·
COc1ccc(-n2c(CNC(=O)COc3ccc(Cl)cc3)n[nH]c2=S)cc1	-0.6%	-5.9
CC(C(=O)N1CCN(C)CC1)N1C(=O)c2ccccc2C1=O (stereo not drawn)	?	·
CC(=O)Nc1ccccc1S(=O)(=O)CC1CC1(Cl)Cl (stereo not drawn)	?	·
CC1=CC(c2ccccc2)n2nc(NS(=O)(=O)c3ccc(C)cc3)nc2N1 (stereo not drawn)	?	·
C=CCN1C(=O)C(Cc2ccc(OC)cc2)SC1=Nc1ccc(C(=O)O)cc1 (stereo not drawn)	?	·
COc1ccc(OC)c(NC(=O)[C@@H]2CCCN2C(=O)c2cccs2)c1	?	·
COc1ccccc1N(C)S(=O)(=O)c1ccc(C(=O)OC(C)C(=O)NCc2ccc3c(c2)OCO3)cc1 (stereo not drawn)	?	·
Cc1ccc(S(=O)(=O)CCC(=O)Nc2sccc2C#N)cc1	?	·
COC(=O)c1cc(=O)nc2scc(C)n12	?	·
Cc1ccc(CNC(=O)C2CCN(c3nn4c(=O)cc(C)nc4s3)CC2)cc1	i	-3.1
COc1cccc(-c2csc(N3CCN(C(=S)Nc4ccc(Cl)cc4)CC3)n2)c1	-0.2%	-1.0
COc1ccc(NC(=O)C2CCN(c3cc(C)nc(-c4ccccc4)n3)CC2)cc1	?	·
CCOC(=O)Cn1c2c(c(=N)c3c1CCC3)CCCC2	?	·
CN(CCc1ccccn1)Cc1ccc(Cl)cc1Cl	-7.2%	-4.6
Oc1ccc(/C=C/c2ccc3ccccc3n2)cc1	-5.3%	7.3
CCCCC(O)(C(NC=O)C(=O)OC)C(F)(F)F (stereo not drawn)	?	·
CCC1CCCCN1C(=O)c1cc2c(=O)n3cccc(C)c3nc2s1 (stereo not drawn)	i	28.8
O=C(NCCN1C(=O)S/C(=C/c2cccnc2)C1=O)C1=NN(c2ccccc2)C(=O)CC1	?	·
CCCCC(CC)COP(=O)(OCC(CC)CCCC)OCC(CC)CCCC (stereo not drawn)	?	·
COc1ccc(NC(=O)c2c([N+](=O)[O-])c(C(C)(C)C)nn2C)cc1	-2.0%	·

Continued:
SMILES	S3 lipid droplet	S3 lipid droplet cell count max
Cc1nnc(C)c2c(C)n(-c3ccc(Cl)c(N)c3)c(C)c12	i	19.8
CCc1nn(C(CC)C(=O)NCC(C)c2ccccc2)c(=O)c2cc3occc3n12 (stereo not drawn)	?	·
COc1cccc(CN(C)CC(=O)Nc2sc3c(c2C#N)CCC3)c1	11.8%	15.3
Cc1nc(N2CCN(c3ccccn3)CC2)c2c(C)c(C(=O)Nc3c(C)cc(Br)cc3C)sc2n1	?	·
CCOC(=O)C1=C(N)OC2=C(C(=O)CCC2)C1c1cccnc1 (stereo not drawn)	?	·
COc1ccc(C2C(C(=O)c3ccco3)=C(O)C(=O)N2CC2CCCO2)cc1 (stereo not drawn)	?	·
CCNC(=O)/C(=C\c1ccccc1)NC(=O)/C=C/c1ccccc1	?	·
CCOC(=O)c1c(NC(=O)CSc2nncs2)sc(C)c1-c1ccccc1	?	·
Cc1[nH]c(=O)c(C#N)c(C)c1CCC(=O)Nc1cc(S(C)(=O)=O)ccc1Cl	?	·
CC(=O)Nc1ccc(Oc2cc(C#N)c(C#N)cc2N2CCOCC2)cc1	i	21.7
CC1CCN(S(=O)(=O)c2ccc3c(c2)N(CC(=O)NCCCOC(C)C)C(=O)CO3)CC1	?	·
O=C(NNC(=O)c1sccc1-n1cccc1)Nc1ccccc1	-0.9%	11.6
Cc1noc(C)c1CSc1cc(C)c2ccccc2n1	?	·
CC(=O)Nc1ccc(NC(=O)c2c(-c3ccccc3)noc2C)cn1	?	·
CCN(CC)S(=O)(=O)c1cc(NC(=O)CSc2nnc(-c3cccs3)o2)ccc1C	-0.4%	4.4
O=C(CCCc1nc(-c2ccccc2)no1)Nc1cccnc1	16.0%	-20.3
O=S(=O)(c1ccc(Cl)cc1)N1CCCC1c1nc(-c2ccc(Cl)cc2)no1 (stereo not drawn)	-13.5%	0.1
CCc1cc(=O)[nH]c(SCc2cccnc2)n1	i	·
Cc1ccc(-c2nnc(NC(=O)c3ccc([N+](=O)[O-])o3)o2)c(C)c1	?	·
COc1cccc2sc(N3CCN(C(=O)c4ccc([N+](=O)[O-])o4)CC3)nc12	?	·
O=C(Nc1nnc(-c2ccco2)o1)c1ccc([N+](=O)[O-])s1	?	·
O=C(CSc1ncccn1)NCc1ccc(F)cc1	?	·
Cn1ncc2c(Nc3ccc(-c4ccccc4)cc3)ncnc21	?	·
O=C(CN1C(=O)c2ccccc2C1=O)N1CCN(S(=O)(=O)c2ccccc2)CC1	?	·
CC(=O)C(Cc1ccccc1)NC(=O)COC(=O)CCN1C(=O)C2CC=CCC2C1=O (stereo not drawn)	11.0%	7.0

Next section, overlapping the part above by two compounds.
SMILES	S3 lipid droplet	S3 lipid droplet cell count max
O=C(CN1C(=O)c2ccccc2C1=O)N1CCN(S(=O)(=O)c2ccccc2)CC1	?	·
CC(=O)C(Cc1ccccc1)NC(=O)COC(=O)CCN1C(=O)C2CC=CCC2C1=O (stereo not drawn)	11.0%	7.0
CCc1ccccc1OCCCCCNCCO	?	·
Cc1ccc(-n2nc3c(c2NC(=O)C2CC2)CS(=O)(=O)C3)cc1C	?	·
CCCCOc1ccc(C2(C)NC(=O)N(C)C2=O)cc1 (stereo not drawn)	?	·
Cc1cc(/C=C(\C#N)C(=O)NC2CCCCCC2)c(C)n1C	?	·
CCN(CC(=O)Nc1c(F)cccc1F)C(=O)c1cccnc1Sc1ccccc1	?	·
COCCNC(=O)CN(C(=O)Cn1nnc2ccccc21)c1ccccc1	5.6%	9.7
CC(C)CC(=O)N1CCN(S(=O)(=O)c2ccc(F)cc2)CC1	?	·
CCOC(=O)C1CCN(C(=O)CCCCn2c(=O)[nH]c3ccccc3c2=O)CC1	?	·
O=C(Nc1nn[nH]n1)c1cccc(Oc2ccccc2)c1	?	·
CC(C)CN(C(=O)COC(=O)C12CC3CC(CC(C3)C1)C2)c1c(N)n(Cc2ccccc2)c(=O)[nH]c1=O	-13.8%	-9.7
CCOC(=O)c1sc(NC(=O)c2cc(-c3ccccc3C)nc3ccccc23)c(C#N)c1C	?	·
C=CCN(CC=C)CCCOc1ccc(C)cc1OC	?	·
CCOC(=O)c1ccc(NC(=O)c2cccnc2)cc1	i	-5.3
CC(OC(=O)Cc1ccc(Cl)cc1)C(=O)NCCC1=CCCCC1 (stereo not drawn)	-3.1%	7.1
COc1ccccc1OCC(=O)N1CCN(c2ccccc2OC)CC1	?	·
COc1ccc(-n2nc(C(C)=O)c(=O)[nH]c2=O)cc1	-2.2%[9.22 µM]	18.1
CN(C(=O)c1cccc(C#N)c1)c1nnc(C2CCCO2)s1 (stereo not drawn)	?	·
Cc1ncoc1C(=O)N1CCCC(C(=O)c2cccc(C(F)(F)F)c2)C1 (stereo not drawn)	?	·
Cc1cc(NCCOCCO)n2ncc(-c3ccc(Cl)cc3)c2n1	?	·
COC(=O)c1nc(N)sc1-c1ccccc1	?	·
Cc1ccc(NS(=O)(=O)c2ccc(-c3ccc(=O)[nH]n3)o2)c(C)c1	-11.7%	3.5
CC1(C)N=C(SCC(=O)Nc2ccccc2)C(c2ccc(Cl)cc2)=N1	?	·
COc1ccc(CSc2ccc(S(=O)(=O)N3CCCCC3)cn2)cc1F	?	·
Cc1cccc(NC(=O)COC(=O)CCc2c[nH]c3ccccc23)c1C	?	·
Cc1cccc(-c2noc(CN(C(=O)c3c(-c4ccccc4Cl)noc3C)C(C)C)n2)c1	?	·

(next part)
SMILES	S3 lipid droplet	S3 lipid droplet cell count max
c1cnc(N2CCN(c3ccc4ccccc4n3)CC2)nc1	0.651µM*	23.8*
CN1CCN(c2nc3c(c(=O)[nH]c(=O)n3C)n2CCSc2nnnn2-c2ccccc2)CC1	-16.1%	-1.3
O=C(Nc1ccc(S(=O)(=O)N2CCCC2)cc1)N1c2ccccc2Sc2ccccc21	?	·
COc1ccc(NC(=O)c2cccc(NC(=O)C3C4CC5OC(=O)C3C5C4)c2)c(OC)c1 (stereo not drawn)	?	·
Cc1nc2ccccc2n1CC(=O)N1CC(=O)Nc2ccccc21	0.7%	4.0
Oc1ccc(Cl)cc1CNCC1CCCCC1	?	·
C=CCOc1cccc(C2C(C(=O)c3ccc(C)o3)=C(O)C(=O)N2CCN(C)C)c1 (stereo not drawn)	?	·
Cc1ccc(NC(=O)Cn2cnc3cc([N+](=O)[O-])ccc3c2=O)c(Cl)c1	i	·
Cc1cccc(N2CCN(C(=O)CCNS(=O)(=O)c3ccc4c(c3)CCC(=O)N4)CC2)c1C	?	·
O=C(O)c1ccc(N/N=C/c2ccc3c(c2)OCO3)cc1	16.2%	-8.4
O=C(/C=C/c1ccc(S(=O)(=O)NCc2ccco2)cc1)N1CCN(c2ccccc2)CC1	?	·
COc1ccc(N2CCN(C(CNC(=O)C3CCCCC3)c3ccco3)CC2)cc1 (stereo not drawn)	?	·
Cc1ccc(CNC(=O)CCSCc2ccc(C)cc2)cc1	12.5%	-4.2
O=[N+]([O-])c1ccc(/C=N/N2CCN(Cc3ccccc3)CC2)cc1	-18.8%	13.0
CN(C)C(=O)COC(=O)/C=C/c1cn(-c2ccccc2)nc1-c1cccs1	?	·
CC1CCN(C(=O)c2cc3c(ccc4ccccc43)o2)CC1	?	·
Cn1c(=O)c2c(nc(NCc3ccco3)n2CCc2ccccc2)n(C)c1=O	11.6µM*	-22.9*
CC(=O)c1cccc(NC(=O)CSc2ccc(-c3ccccn3)nn2)c1	-11.0%	8.4

High-throughput results as filed in PubChem.
